From PubChem BioAssay
E-sel inducer = E-selectin induction in HUVECs, primary screen, imaging, HUVEC, immunofluorescence imaging, single point; normalized: neutral wells 0, TNF-alpha wells 100; activation, % at 7.58 µM; actives 0.37% (n = 260,000);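 active = mean E-selectin-positive cell signal at least 10% of the positive control, reached in at least 60% of replicates, without over 20% cell loss; inconclusive = no rule given, readout overlaps actives, possibly toxicity-flagged; inactive = the rest, including those meeting only one limit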;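 also: in these data hits start at about 27%; measured in HUVEC primary endothelial cells; signal is the percent of cells scored E-selectin positive by PE staining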
Target sequence (P16581 whole entry, looked up): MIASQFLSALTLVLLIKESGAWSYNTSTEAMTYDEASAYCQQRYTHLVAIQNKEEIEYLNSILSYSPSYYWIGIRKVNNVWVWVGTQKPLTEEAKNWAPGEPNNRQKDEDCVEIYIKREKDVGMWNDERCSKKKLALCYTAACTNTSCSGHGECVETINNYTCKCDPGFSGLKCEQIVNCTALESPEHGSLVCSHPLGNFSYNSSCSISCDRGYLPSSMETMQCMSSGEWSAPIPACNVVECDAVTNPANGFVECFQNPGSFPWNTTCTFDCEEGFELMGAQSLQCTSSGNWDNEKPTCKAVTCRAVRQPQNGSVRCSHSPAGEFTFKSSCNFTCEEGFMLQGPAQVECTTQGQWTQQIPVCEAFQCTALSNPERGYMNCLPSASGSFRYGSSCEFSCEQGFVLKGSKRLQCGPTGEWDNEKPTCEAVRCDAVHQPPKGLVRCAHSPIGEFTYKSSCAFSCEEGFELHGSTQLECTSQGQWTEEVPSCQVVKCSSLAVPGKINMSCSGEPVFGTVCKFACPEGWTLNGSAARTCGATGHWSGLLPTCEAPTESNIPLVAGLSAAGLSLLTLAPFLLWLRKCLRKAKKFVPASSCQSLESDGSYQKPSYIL
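System: HUVEC / Compound: single concentration / Signal: immunofluorescence imaging / Read-out: percent E-selectin-positive cells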
XiGFP reactiv = activators of inactive X chromosome reactivation, primary screen, imaging, XiGFP fibroblasts, GFP high-content imaging, set 2; actives 0.055% (n = 360,000); activation, % at 7.58 µM; XiGFP mouse fibroblasts, % GFP-positive cells imaging, 3 d; cells co-treated with 5-aza-dC sensitizer; scaled so ellipticine positive control = 100%;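 active = mean normalized replicate activation at least 10% and every replicate at or above 10%; inconclusive = only one of the two criteria met; inactive = mean below 10% and not all replicates reach 10%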;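 also: 0% = median of on-plate neutral control wells and 100% = ellipticine 6 µM median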
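assay system = SV40-immortalized XiGFP fibroblast cells, line 68-5-11 | buffer or medium = DMEM plus 5-aza-dC sensitizer | doses = single-point pinned compound dosing | times = 3-day compound exposure, then 15 min fixation at room temperature | benchmarks = positive control ellipticine, 6 µM final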
RAD54 inh = inhibitors of human RAD54 branch migration, primary screen, biochemical, fluorescence, single point | DNA repair and recombination protein RAD54-like (Homo sapiens), Q92698 | RAD54 Holliday junction branch migration, FAM/BHQ fluorescence | inhibition, % at 10.4 µM | actives 0.14% (n = 360,000);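 active = mean normalized replicate activity at least 40 and at least half of replicates scoring 40 or more; inconclusive = only one of the two criteria met; inactive = mean below 40 and under half of replicates reaching 40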;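 also: 0% = median of neutral control wells and 100% = median of positive control wells; inhibitors cause a drop in the FAM fluorescence signal; in these data hits start at about 50%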
INS-1E GSIS act = GLuc luminescence reporter in INS-1E cells, primary screen for activators of glucose-dependent secretion of insulin | INS-1E GLuc reporter insulin secretion, 2-3 h | activation, % at 16.6 µM | actives 0.61% (n = 370,000) | AID 743287, 2014;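 active = lowest replicate activation of at least 40%, so every replicate reaches that level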;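 also: 0% = median of neutral control wells and 100% = median of IBMX positive control wells; some compounds called inactive have numbers as strong as hits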
DENV2 CPE rescue = inhibitors of DENV2 cytopathic effect, primary screen, cell-based, plate reader, single concentration. actives 1.7% (n = 350,000). CPE inhibition, % at 9.99 µM. DENV2-infected cells, cytopathic effect rescue. AID 651640, 2012; in the data active = CPE inhibition above about 20%, passing the limit was not always enough; inconclusive = no clear call, values can overlap the other calls; tested in BHK-21 cells;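 also: 0% = median of neutral control wells and 100% = median of positive control wells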
RAD52 inh = RAD52 DNA annealing inhibitors, primary screen, biochemical, FRET, single point, set 2; DNA repair protein RAD52 homolog (Homo sapiens), P43351; recombinant RAD52 DNA annealing, FRET fluorescence; inhibition, % at 18.7 µM; actives 0.46% (n = 360,000);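 active = every replicate showing at least 50% inhibition; inconclusive = mean inhibition at least 50% but not in every replicate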
F508del corr = F508del CFTR correction, initial screen, CFBE line, single point; CFBE cells, YFP halide quenching; stimulated with forskolin plus potentiator P3; % fluorescence drop versus neutral controls; activity (quench increase), % at 7.58 µM; actives 0.36% (n = 350,000);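 active = mean added fluorescence quench of at least 8% versus neutral control, with both replicates also reaching 8%; inconclusive = only one of the mean or replicate conditions met; inactive = mean below 8% and not both replicates reaching 8%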;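 also: cells transiently co-express mutant CFTR-F508del with the halide-sensitive YFP; corrector assay measuring rescue of mutant channel to the surface after 24 h compound exposure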
CASP6 VEID inh = human caspase-6 inhibitors, primary screen, biochemical, VEID-R110 fluorescence, single point, set 2; purified caspase-6, Z-VEID-R110 cleavage fluorescence; inhibition, % at 12.5 µM; actives 0.53% (n = 350,000); AID 686996, 2013;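 active = mean inhibition across replicates at least about 35%, with every replicate also reaching that limit, limit read from the data; inconclusive = only one of the two criteria met; inactive = neither criterion met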;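 also: 0% = median of neutral control wells and 100% = no fluorescence left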
Target sequence (P55212 24-179 limits assumed): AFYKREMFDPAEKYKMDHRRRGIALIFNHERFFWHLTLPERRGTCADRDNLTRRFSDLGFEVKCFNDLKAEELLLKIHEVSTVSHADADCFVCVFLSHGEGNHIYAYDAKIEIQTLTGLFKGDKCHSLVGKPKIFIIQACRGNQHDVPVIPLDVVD
Target sequence (P55212 194-293 limits assumed): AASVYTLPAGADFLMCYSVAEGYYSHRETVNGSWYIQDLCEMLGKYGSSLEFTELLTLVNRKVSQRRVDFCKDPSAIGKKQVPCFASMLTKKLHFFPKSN
An asterisk follows results filed as active; ? = inconclusive; / = no result given.

SMILES | E-sel inducer | XiGFP reactiv | RAD54 inh | INS-1E GSIS act | DENV2 CPE rescue | RAD52 inh | F508del corr | CASP6 VEID inh
O=C(CCN1C(=O)[C@H]2CC=CC[C@H]2C1=O)NCc1nc(-c2ccc(Cl)cc2)no1 | / | 0.1 | -5 | -10 | -1 | -6 | -1.5 | -4
COc1ccc(C#Cc2ccc([C@@H]3[C@@H](CO)N4CCCCN(S(=O)(=O)c5ccccc5)C[C@H]34)cc2)cc1 | 0.3 | 0.3 | -7 | -19 | -2 | -5 | 4.2 | -1
CCCc1c(-c2cccc(F)c2)ncn1Cc1ccccc1OC | 0.1 | -0.1 | / | -6 | -6 | -4 | 1.7 | 3
C/C=C/c1ccc2c(c1)O[C@H](CN(C)Cc1cccc(F)c1)[C@@H](C)CN([C@H](C)CO)S2(=O)=O | -5.8 | -1.4 | 3 | 17 | 10 | 0 | 0.5 | -5
O=C(COc1cccc(Br)c1)N/N=C/C(=O)c1ccccc1 | / | 0.0 | / | 11 | 5 | -11 | -0.4 | 0
OCC(CBr)(CBr)CBr | / | / | -11 | -1 | -7 | -7 | 1.1 | -6
CCCCCCN1C[C@H](O)[C@@H](n2cc(-c3ccc(F)cc3)nn2)C[C@@H]1c1ccc(C)cc1 | / | -0.1 | -3 | 7 | 3 | -9 | 1.0 | 3
CCCn1c(N)c(C(=O)CN2CCN(S(=O)(=O)c3cccc(Cl)c3)CC2)c(=O)[nH]c1=O | / | -0.2 | 3 | 10 | -3 | -15 | -2.4 | 41*
Cc1ccc(S(=O)(=O)N(C)C[C@H]2Oc3ccc(NC(=O)NC(C)C)cc3C(=O)N([C@H](C)CO)C[C@H]2C)cc1 | -0.1 | -0.9 | 7 | -2 | 1 | 5 | 0.6 | -3
CCOC(=O)C1CCCN(C(=O)c2ccc3nc(-c4cccc(OC)c4)oc3c2)C1 (centres undefined) | / | 0.1 | 0 | -7 | 5 | -5 | 2.2 | 0
O=C(Nc1ccccc1)N1N=CCC1c1ccccc1 (centres undefined) | -5.1 | 0.0 | -3 | 8 | -1 | -5 | 0.3 | 2
O=S(=O)(Nc1nc2c(s1)CCCC2)c1ccc(F)cc1 | / | / | 1 | -19 | -4 | -3 | -0.7 | 3

Entries listed so far that have nitrogen in an aromatic ring, in the order listed:
SMILES | E-sel inducer | XiGFP reactiv | RAD54 inh | INS-1E GSIS act | DENV2 CPE rescue | RAD52 inh | F508del corr | CASP6 VEID inh
O=C(CCN1C(=O)[C@H]2CC=CC[C@H]2C1=O)NCc1nc(-c2ccc(Cl)cc2)no1 | / | 0.1 | -5 | -10 | -1 | -6 | -1.5 | -4
CCCc1c(-c2cccc(F)c2)ncn1Cc1ccccc1OC | 0.1 | -0.1 | / | -6 | -6 | -4 | 1.7 | 3
CCCCCCN1C[C@H](O)[C@@H](n2cc(-c3ccc(F)cc3)nn2)C[C@@H]1c1ccc(C)cc1 | / | -0.1 | -3 | 7 | 3 | -9 | 1.0 | 3
CCCn1c(N)c(C(=O)CN2CCN(S(=O)(=O)c3cccc(Cl)c3)CC2)c(=O)[nH]c1=O | / | -0.2 | 3 | 10 | -3 | -15 | -2.4 | 41*
CCOC(=O)C1CCCN(C(=O)c2ccc3nc(-c4cccc(OC)c4)oc3c2)C1 (centres undefined) | / | 0.1 | 0 | -7 | 5 | -5 | 2.2 | 0
O=S(=O)(Nc1nc2c(s1)CCCC2)c1ccc(F)cc1 | / | / | 1 | -19 | -4 | -3 | -0.7 | 3

New compounds follow.
SMILES | E-sel inducer | XiGFP reactiv | RAD54 inh | INS-1E GSIS act | DENV2 CPE rescue | RAD52 inh | F508del corr | CASP6 VEID inh
Cc1cc(C)n(C(C)CC(=O)N2CCc3ccccc32)n1 (centres undefined) | / | 0.0 | 5 | 14 | 3 | 5 | -0.5 | 3
CCC(=O)Nc1ccc2c(c1)OC[C@@H](C)N(Cc1cccnc1)C[C@@H](C)[C@H](OC)CN(C)C2=O | -0.2 | 0.2 | -4 | -6 | -4 | 10 | 3.0 | 1
CC1(c2ccccc2)NC(=O)N(CC(=O)Nc2cc(S(=O)(=O)N3CCOCC3)ccc2Cl)C1=O (centres undefined) | 0.7 | 0.0 | / | -26 | -3 | -20 | -1.6 | 0
O=C1CN(S(=O)(=O)c2cc(Br)ccc2Br)CCN1 | / | 0.2 | 0 | 7 | -9 | -2 | 2.1 | 3
Cc1nc2ccccc2cc1C(=O)N(C)Cc1ccccc1 | / | 0.0 | 7 | 1 | ? | -9 | 3.5 | -1
O=C(Nc1ccc(F)c(Cl)c1)C1CCCCC1 | 0.3 | 0.0 | 9 | -11 | -3 | -13 | -1.6 | -2
CC(/C=N/NC(=O)c1cc(-c2ccc(C)o2)[nH]n1)=C\c1ccccc1 | 0.0 | 0.0 | -1 | -5 | 4 | -26 | 1.3 | 2
CCc1ccccc1N(CC(=O)NC1CCCCC1)C(=O)CCC(=O)Nc1ccccn1 | / | 0.1 | 8 | -12 | -1 | -2 | -1.4 | 1
Cc1noc(C)c1S(=O)(=O)Nc1ccc2c(c1)CC(=O)N([C@H](C)CO)C[C@H](C)[C@@H](CN(C)S(=O)(=O)c1ccc(Cl)cc1)O2 | 8.8 | 0.1 | 1 | -16 | 11 | -5 | -1.3 | -1
CCOC(=O)c1c(-c2ccc(-c3ccccc3)cc2)csc1NC(=O)CNCCN(C)C | 1.9 | 1.8 | 53* | 180* | 17 | 95* | -0.3 | -216
COc1ccc(-c2cc(-c3ccc(Cl)cc3)c(C#N)c(SCC(=O)O)n2)cc1 | / | 0.0 | -4 | -17 | 61* | -65 | 1.6 | 1
CNc1cc(N2CCN(S(=O)(=O)N(C)C)CC2)ccc1[N+](=O)[O-] | / | 0.0 | / | 0 | 1 | -27 | -5.3 | 1
CC(C)(CNC(=O)Cc1ccc(Cl)cc1Cl)N1CCOCC1 | 0.1 | 0.0 | 3 | 26 | -4 | -8 | 0.9 | /
Cc1ccc(S(=O)(=O)N(C)C[C@@H]2OCCCC[C@H](C)Oc3ccc(NS(=O)(=O)c4cccs4)cc3C(=O)N([C@H](C)CO)C[C@@H]2C)cc1 | / | 0.1 | -3 | -7 | ? | -8 | -0.3 | 0
Cc1nc2ccccc2c2oc(C(=O)N3CCc4ccccc4C3)cc12 | -0.1 | 0.4 | -4 | -8 | -5 | -422 | 3.6 | 2
Cc1ccc(F)c(S(=O)(=O)NC(=O)C2(C)CCN2C(=O)Cc2ccsc2)c1 (centres undefined) | 0.0 | 0.1 | -2 | / | 17 | 1 | -2.2 | 0
O=C(CCc1cn2ccccc2n1)NC1CCCc2c1cnn2-c1ccccc1F (centres undefined) | / | -0.1 | -2 | 6 | 8 | -9 | 0.6 | -1
CCOc1ccc(Nc2nc(N)nc(CN3CCN(c4ccccc4F)CC3)n2)cc1 | / | 0.6 | 2 | -7 | / | -11 | -0.9 | 5
O=C(NCC[C@H]1CC[C@H](NC(=O)C2CCCC2)[C@H](CO)O1)c1ccc(F)cc1 | -0.7 | 0.5 | -8 | 18 | -10 | -16 | -0.9 | -14
O=c1c([N+](=O)[O-])cccn1Cc1cccc(Cl)c1 | -0.1 | 0.0 | -1 | 14 | -2 | -14 | -1.1 | -4
Oc1ccccc1/C=N/NC(=S)NCCc1ccccc1 | -0.3 | 0.0 | -2 | 12 | 15 | -7 | 2.6 | -2
O=C(C1CCCC1)N1CC[C@@H]2[C@H](CO)Nc3ccc(Br)cc3[C@@H]21 | 0.0 | 0.0 | / | 11 | -11 | -24 | 2.4 | 2
CCn1c(C(C)NC(=O)c2ccccc2C)n[nH]c1=S (centres undefined) | 1.6 | 0.2 | -3 | -3 | 7 | 33 | 0.5 | -56
O=C(Nc1ccc(F)cc1)N1CC(=O)N2[C@H](CO)[C@@H](c3ccc(-c4cccc(F)c4)cc3)[C@H]2C1 | -0.2 | 0.0 | / | -14 | 0 | -6 | -0.1 | -2
C/C(=C\C(=O)c1ccccc1)Nc1ccc(Br)c(Cl)c1 | / | 0.1 | / | 7 | ? | -17 | 0.2 | 0
COC(=O)[C@@H]1[C@@H](CO)[C@@H]2Cn3c(ccc(-c4ccncc4)c3=O)[C@@H]2N1CC1CCCCC1 | -0.5 | 0.1 | 7 | -8 | -4 | -19 | 4.5 | -1
COc1ccc(-c2nc(=S)[nH][nH]2)cc1OC | / | 0.0 | / | 13 | 10 | -18 | 4.2 | 2
CCOC(=O)C1=C(C)Nc2nnnn2C1c1ccc(OC)c(Br)c1 (centres undefined) | / | -0.3 | 1 | / | -3 | -10 | 0.3 | 2
Cc1cccc(C)c1NC(=O)C(CCc1ccccc1)N1CCC(c2ccccc2)CC1 (centres undefined) | 0.5 | 0.0 | / | 6 | 9 | -48 | 2.8 | -1
CCCCN(CC)CCCNC(=O)c1cc2c(-c3ccc(OC)c(OC)c3)nn(C)c2s1 | 0.1 | 0.0 | 91* | -8 | 0 | 94* | -2.3 | -17
O=S(=O)(NCCc1csc(-c2cccnc2)n1)c1ccc(Cl)s1 | 0.7 | -0.2 | 6 | / | -2 | -6 | -1.6 | -3
COc1cc(NC(=O)CCn2c(=O)oc3ccccc32)cc(OC)c1OC | / | 0.2 | 0 | -1 | 2 | -7 | 1.3 | 4
COc1ccccc1C(=O)Nc1ccc2c(c1)OC[C@H](C)N(C(C)=O)C[C@H](C)[C@@H](OC)CN(C)C2=O | 0.0 | 0.4 | -4 | -10 | 1 | 2 | 0.3 | /
CC(C)(C)NC(=O)CN1C(=O)c2cccc3cccc1c23 | 0.3 | -0.1 | -1 | 4 | -4 | 0 | -3.0 | -4
CCC1CCCCN1C(=O)c1sc2ncnc(N(CC)CC)c2c1C (centres undefined) | 1.9 | -0.1 | -8 | -2 | 2 | 10 | -0.7 | 0
CS(=O)(=O)N(CCC#N)Cc1ccco1 | -0.6 | 0.3 | / | 14 | -2 | -12 | 0.7 | -1
CCNS(=O)(=O)c1ccc(NC(=O)Nc2cc(C)ccc2OC)cc1 | -0.1 | 0.2 | 3 | -2 | 9 | -17 | 0.9 | 1
C[C@@H]1CN([C@@H](C)CO)C(=O)c2cc(NC(=O)Nc3ccc4c(c3)OCO4)ccc2O[C@@H](C)CCCCO[C@H]1CN(C)C(=O)Nc1ccc(C(F)(F)F)cc1 | 0.4 | 0.0 | 0 | 3 | 2 | -4 | 6.0 | -5
C[C@H](CO)N1C[C@H](C)[C@@H](CN(C)S(=O)(=O)c2ccccc2)Oc2ccc(NC(=O)CCC(F)(F)F)cc2CC1=O | 1.0 | 0.0 | -2 | 12 | 3 | 7 | -1.4 | 1
CCn1c(SCC(=O)N2CCCC2)nc2ccccc21 | / | 0.0 | / | 1 | -7 | -10 | -2.3 | -2
c1cc(-c2cc3nc(NCC4CC4)ccn3n2)ccc1OCCN1CCOCC1 | -0.6 | 0.0 | 3 | 15 | 0 | -12 | -1.4 | -2

Compounds as they come; about 3.7% have a hit in one of these screens.
